Bioassay records deposited in PubChem BioAssay by several laboratories.
DAX1 inh-1 = inhibitors of human orphan nuclear receptor DAX1 (NR0B1); P51843; HEK293 Gal4-DAX1 luciferase reporter, luminescence; inhibition, % at 6.75 µM; 340,000 compounds, 0.99% hits; AID 504766;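 active = inhibition above the mean over all tested compounds plus 3 SD, cut at about 4.2% in these data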;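 note: 0% = DAX1-transfected cells with DMSO and 100% = empty-vector control cells with DMSO; inhibition shows as a rise in luminescence from relieved DAX1 repression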
Target sequence (P51843 207-470 limits assumed): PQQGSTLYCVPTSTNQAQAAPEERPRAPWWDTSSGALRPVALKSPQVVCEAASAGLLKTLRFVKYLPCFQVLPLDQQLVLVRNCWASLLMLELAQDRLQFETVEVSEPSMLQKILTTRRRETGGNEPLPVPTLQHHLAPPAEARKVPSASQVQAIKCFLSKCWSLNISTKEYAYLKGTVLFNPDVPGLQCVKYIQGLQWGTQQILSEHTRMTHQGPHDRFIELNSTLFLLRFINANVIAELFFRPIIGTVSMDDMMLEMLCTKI
ssDAF-12 act = S. stercoralis DAF-12 activation, primary screen; HEK293 ssDAF-12/GRIP1 lit1-tk-luc reporter, luminescence; % of 3 µM dafachronic acid response; activation, % at 6.8 µM; 370,000 compounds, 1% hits;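 active = activation above the mean over all tested compounds plus 3 SD, cut at about 0.9% in these data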;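 note: 0% = DMSO-only wells and 100% = 3 µM delta7-dafachronic acid wells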
GAA850 FXN act = frataxin GAA850 promoter activation; HEK293 lucGAA850 FXN promoter luciferase reporter, 24 h; percent of 10 µM SAHA response; activation, % at 6 µM; 360,000 compounds, 0.56% hits; AID 540364;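 active = activation above the average of all compounds screened plus 3 SD, cutoff fixed separately per campaign, cut at about 7.5% in these data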;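 note: 0% = DMSO wells and 100% = 10 µM SAHA wells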
ADAM17 inh = inhibitors of human ADAM17; P78536; recombinant ADAM17, EDANS/DABCYL FRET peptide cleavage; inhibition, % at 6.95 µM; 370,000 compounds, 0.83% hits; AID 720648;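 active = inhibition above the mean of compounds lying between control limits plus 3 SD, set per campaign, cut at about 8.5% in these data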;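 note: 0% = DMSO-only wells as the low control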
hcDAF-12 act = H. contortus DAF-12 activation, primary screen | 370,000 compounds, 1.4% hits | activation, % at 6.8 µM | HEK293 hcDAF-12 lit1-tk-luc reporter, luminescence; 0% DMSO, 100% Δ7-dafachronic acid | AID 652067;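 active = activation above the mean of all tested compounds plus 3 SD, cut at about 5.5% in these data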;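 note: 100% = response to 3 µM Δ7-dafachronic acid high control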
NPR1 activator = GC-A (human) enzyme activation | P16066 | HEK293 GC-A cells, cGMP TR-FRET, EC30 ANP; 0% at EC30 ANP, 100% saturating ANP | activation, % at 10 µM | 370,000 compounds, 0.14% hits; in the data active = activation above about 40%
PG9 Ab binder = PG9 antibody binding by small molecule; inhibition, % at 6.7 µM; TR-FRET gp120-PG9 antibody binding; 360,000 compounds, 0.43% hits; in the data active = inhibition above about 8.5%
hgDAF12 agonist = hgDAF-12 agonism, primary luciferase screen; HEK293 GAL4-hgDAF12 UAS-luciferase reporter, agonist luminescence; normalized to butyrate control; activation, % at 6.8 µM; 370,000 compounds, 1.8% hits; AID 687014;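 active = activation above a cutoff set at the mean of all screened compounds plus 3 SD, cut at about 10% in these data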;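 note: 0% = DMSO wells and 100% = sodium butyrate wells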
SMARCA2 act = activators of SMARCA2 function; MG213 cells, MMTV-luciferase reporter, dexamethasone, overnight; activation, % at 9.1 µM; 370,000 compounds, 1% hits; AID 652017; in the data active = activation above about 7.8%;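 note: 0% = vehicle wells and 100% = reference activator wells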
ADAM10 inh = ADAM10 inhibition, QFRET primary screen; O14672; recombinant ADAM10, EDANS/DABCYL FRET peptide cleavage, 3 h; inhibition, % at 7 µM; 370,000 compounds, 0.62% hits;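 active = inhibition above a per-campaign cutoff equal to the mean of compounds falling between control-based bounds plus 3 SD, cut at about 20% in these data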;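 note: 0% = DMSO wells while the 100% control is not disclosed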
Target sequence (O14672 214-748 limits assumed): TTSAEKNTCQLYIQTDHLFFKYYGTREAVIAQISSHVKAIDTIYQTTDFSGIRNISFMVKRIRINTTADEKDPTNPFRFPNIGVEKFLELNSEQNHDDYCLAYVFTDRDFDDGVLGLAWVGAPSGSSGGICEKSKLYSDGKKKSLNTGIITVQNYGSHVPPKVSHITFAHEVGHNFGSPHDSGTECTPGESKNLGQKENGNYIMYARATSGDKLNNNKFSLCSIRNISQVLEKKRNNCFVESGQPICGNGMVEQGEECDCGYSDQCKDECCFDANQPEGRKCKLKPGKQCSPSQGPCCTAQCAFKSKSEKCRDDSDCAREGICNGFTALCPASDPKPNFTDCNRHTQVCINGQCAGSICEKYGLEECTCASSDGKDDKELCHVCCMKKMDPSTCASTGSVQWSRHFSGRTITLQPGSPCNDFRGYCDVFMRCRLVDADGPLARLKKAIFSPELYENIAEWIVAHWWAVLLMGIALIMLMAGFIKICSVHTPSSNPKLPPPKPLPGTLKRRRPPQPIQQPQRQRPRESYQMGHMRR
DAX1 inh-2 = blocks DAX1 repression of SF-1 activated StAR promoter; AID 652010; HEK293T StAR-luciferase reporter, SF-1/DAX-1 repression relief; 370,000 compounds, 1.1% hits; inhibition, % at 6.8 µM;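 active = inhibition above the mean over all tested compounds plus 3 SD, cut at about 3.6% in these data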;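 note: 0% = DAX-1 cells with DMSO and 100% = cells lacking DAX-1 with DMSO; higher inhibition means more luminescence from relief of DAX-1 repression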
* marks the source's active call; other numbers are inactive results; i = inactive; / = no result given.

SMILES	DAX1 inh-1	ssDAF-12 act	GAA850 FXN act	ADAM17 inh	hcDAF-12 act	NPR1 activator	PG9 Ab binder	hgDAF12 agonist	SMARCA2 act	ADAM10 inh	DAX1 inh-2
S=C(NCCCCNC(=S)NCc1ccccc1)NCc1ccccc1	0.1	0.0	-1.4	1	-0.1	2	-0.3	0.0	-1	4	-0.3
CCN(C(=O)COC(=O)c1[nH]c(=O)[nH]c(=O)c1N)c1ccccc1	0.0	-0.4	0.1	-7	0.0	1	-0.1	-1.7	0	-9	-0.4
Cc1cccc(C)c1NC(=O)C(c1cccc2ccccc12)n1c(=O)c(-c2cc3ccccc3[nH]2)nc2ccccc21 (configuration not stated)	/	-0.3	/	-13	2.1	0	0.3	3.1	-2	-63	0.2
O=C(c1ccco1)c1n[nH]nc1-c1ccccc1	-0.2	0.2	-1.2	-2	-0.7	2	-0.2	-2.6	-1	-7	0.3
COc1ccc(NC(=O)C[C@H]2C(=O)N(C3CCCCC3)C[C@@H]2c2ccccc2)cc1	2.4	-0.7	-0.1	-4	-1.6	2	-0.3	-2.7	-4	-7	1.1
Cc1ccc(C(=O)NCC2CCCN2S(=O)(=O)c2ccc(C)cc2)cc1 (configuration not stated)	-1.3	0.4	2.3	-2	-0.6	-1	0.2	0.5	0	-1	-0.9
O=c1nc2ccccc2c2n1CC(CN1CCN(C(c3ccccc3)c3ccccc3)CC1)N2 (configuration not stated)	0.7	-1.8	-0.4	1	-0.2	-32	-0.5	-2.5	-2	2	0.3
O=S(=O)(c1ccc2c(c1)OCO2)N1CCN(c2nnnn2-c2ccccc2)CC1	0.8	-1.8	-2.4	-2	-0.7	-11	2.9	-0.7	-2	0	-0.4
NNC(=O)c1ccc(Cn2cc(Br)cn2)cc1	-0.1	-0.9	-3.3	0	0.4	0	1.3	2.9	-1	1	-0.6
COC(=O)[C@@]12C[C@@H](CC(=O)NCC34CC5CC(CC(C5)C3)C4)C(=O)N(Cc3ccccc3)C1=CCC(C)(C)C2	/	-0.9	/	0	-1.2	2	-0.8	-0.2	-2	-7	-0.8
CCOC(=O)N1CCC(N2C(=O)c3ccccc3C2Nc2cc(C(=O)OC)cc(C(=O)OC)c2)CC1 (configuration not stated)	0.8	-0.9	-1.7	-67	-1.6	-11	0.5	-2.9	0	-252	-1.0
O=C(COc1ccc(Cl)cc1Cl)c1ccc[nH]1	8.0*	-1.4	5.2	-3	0.1	10	0.7	6.9	-1	1	0.4
CN(C(=O)c1cccc(NC(=O)Cc2ccc(NC(=O)C3CCCN(C(=O)C4CCCC4)C3)cc2)c1)C1CC1 (configuration not stated)	1.0	-1.1	-1.1	-4	2.1	2	-1.6	-2.0	-1	-10	-1.7
CCCCNc1ccc2c3c(cccc13)C(=O)N(CCCC)C2=O	0.4	-1.2	2.4	-12	-1.2	18	1.6	-3.7	-4	-26	0.1
CC(=O)Nc1ccc(C(=O)N(C)C(C(=O)Nc2ccccc2)c2ccccn2)cc1 (configuration not stated)	0.9	-1.3	0.0	-1	-0.5	3	0.8	3.4	-2	-6	-0.1
Cc1cc2nn(-c3ccc(Cl)cc3)nc2cc1N	2.2	1.0*	5.8	-24	9.7*	8	-1.9	9.8	7	-51	2.4
Cc1ccc(N2C(=O)C(CN3CCCC3)C2c2ccccc2)cc1 (configuration not stated)	-0.3	-1.1	-0.5	-1	1.7	-32	-1.0	2.4	-1	-6	1.1
COC(=O)c1ccc(NC(=O)Cn2c(-c3nonc3N)nc3ccccc32)cc1	-1.1	-0.7	6.1	-5	-1.0	-3	0.3	-0.1	-3	-15	-0.4
CC(C1CCN(Cc2cn(C)nc2-c2cccc(Cl)c2)CC1)N1CCOCC1 (configuration not stated)	-1.5	-1.8	1.7	-5	0.6	3	-0.4	-1.8	-2	-10	0.7
Cc1c(Cl)cccc1NC(=O)Nc1c(C)n(C)n(-c2ccccc2)c1=O	-0.3	-1.2	-0.1	-2	0.7	-1	0.2	-0.2	-3	-5	-1.3
Cc1occc1C(=O)N1CCN(Cc2ccccc2)CC1	0.3	-1.6	-2.7	-5	2.9	-5	-1.5	0.1	-3	-2	0.4
CC(C)NC(=O)CCCc1c[nH]c2ccccc12	2.4	-1.0	0.6	-6	1.3	5	1.4	0.5	-2	-20	0.0
CCOC(=O)c1nnn(-c2nc(OC)nc(N3CCCC3)n2)c1-c1ccccc1	3.8	-1.1	2.6	-2	-0.6	-3	0.4	-0.7	0	-9	0.3
COC(=O)Cc1cc(=O)n2[nH]c(C)cc2n1	-1.1	-1.4	-1.2	-7	-0.8	-2	-1.6	-0.5	-3	-3	0.2
COc1cccc(Nc2nc(C(N)Cc3ccc(C(F)(F)F)cc3)cs2)n1 (configuration not stated)	/	-0.5	-0.5	3	0.7	-14	1.4	0.9	0	7	0.8
OC(COCc1ccco1)CN1CCN(c2ccccc2)CC1 (configuration not stated)	2.1	-0.8	-1.9	3	-1.1	-3	-0.7	0.8	7	2	-0.4
CCn1c(Cc2ccccc2)nnc1SCC(=O)Nc1ccccc1F	4.0	-0.2	1.2	3	-1.0	-6	1.5	0.5	4	3	1.3
S=c1[nH]nc(C2CC2c2ccc(Cl)cc2)n1-c1ccc(Cl)cc1 (configuration not stated)	-0.1	-0.8	3.3	5	0.1	-5	-0.9	1.4	-1	11	0.2
Cc1nn(CC(=O)Nc2nc3ccccc3s2)c(C)c1[N+](=O)[O-]	0.1	0.2	1.2	1	2.8	-2	-0.4	-1.2	1	1	0.6
COC(C[C@@H](O)[C@H](C)[C@@H](O)COCc1ccccc1)OC	0.3	-1.4	-0.4	1	-0.7	3	1.4	0.8	1	-2	0.2

Full records, looked up by structure. Values in the order: DAX1 inh-1	ssDAF-12 act	GAA850 FXN act	ADAM17 inh	hcDAF-12 act	NPR1 activator	PG9 Ab binder	hgDAF12 agonist	SMARCA2 act	ADAM10 inh	DAX1 inh-2
Entry for `Cc1c(Cl)cccc1NC(=O)Nc1c(C)n(C)n(-c2ccccc2)c1=O` → -0.3	-1.2	-0.1	-2	0.7	-1	0.2	-0.2	-3	-5	-1.3
Entry for `CCn1c(Cc2ccccc2)nnc1SCC(=O)Nc1ccccc1F` → 4.0	-0.2	1.2	3	-1.0	-6	1.5	0.5	4	3	1.3

(more compounds)
SMILES	DAX1 inh-1	ssDAF-12 act	GAA850 FXN act	ADAM17 inh	hcDAF-12 act	NPR1 activator	PG9 Ab binder	hgDAF12 agonist	SMARCA2 act	ADAM10 inh	DAX1 inh-2
COc1ccc(N(CC(=O)NCc2cccs2)S(=O)(=O)c2ccc(C(C)=O)cc2)cc1	1.0	-1.5	0.1	-2	-0.4	-4	0.9	-0.1	-3	-8	-0.2
c1ccc(SCc2nc3ccccc3s2)nc1	3.0	4.5*	4.2	-5	15*	6	-1.5	14*	6	-10	2.4
O=C(NCc1ccccc1C(F)(F)F)C1CC(c2ccccc2[N+](=O)[O-])=NO1 (configuration not stated)	1.9	-0.2	2.5	-1	1.5	-1	-1.9	-3.4	1	0	0.1
C/C(=C\COc1ccc2ccc(=O)oc2c1)CC[C@@H](O)C(C)(C)O	3.3	-1.0	1.3	-180	0.8	-1	-2.3	5.5	2	i	-0.2
COC(=O)CSc1ccc2nnc(-c3ccc(OC)c(OC)c3)n2n1	0.9	-0.8	2.9	0	-2.8	0	-2.3	-0.6	1	-7	1.3
COc1ccc2oc(=N)c(C(=O)Nc3cccc(C)c3C)cc2c1	3.3	-0.6	2.4	-14	-2.2	-3	0.6	0.5	0	-31	0.2
Cc1cccc(N2CCN(C(=O)C3CCCCC3)CC2)c1C	-0.7	-1.7	0.3	-2	-0.2	9	-2.3	-1.7	-1	7	-0.2
CN(CC(=O)Nc1ccc(Cl)cc1)CC(=O)Nc1ccc(F)c(F)c1F	-2.1	-1.8	3.0	-1	0.7	-2	-0.7	3.0	-3	2	0.0
COc1cc(OC)cc(C(=O)NC(=S)Nc2ccc3oc(=O)ccc3c2)c1	1.2	-1.7	-0.7	-2	4.8	-1	-0.7	-1.0	-4	-8	-0.9
CCOC(=O)C1CCN(CC(C)(C)NS(=O)(=O)c2ccccc2)CC1	0.0	-1.3	1.4	-2	0.1	2	-1.5	0.2	-2	-2	0.0
Cc1ccc(Cn2nc(C)c(C(=O)N3CCN(S(=O)(=O)/C=C/c4ccccc4)CC3)c2C)cc1	-1.2	-1.3	0.2	1	-2.1	-3	0.5	-3.6	-4	-7	-3.7
O=C(CNC(=O)c1ccc(F)cc1)NCc1ccccn1	-0.4	-0.6	1.8	0	-0.6	3	-1.6	0.8	-2	-17	2.2
COc1ccccc1NC(=O)COC(=O)c1c(NC(C)=O)sc(C)c1C	0.1	-1.6	-1.2	-12	-2.4	4	-1.6	-0.1	-2	-47	-0.3
O=C(NCCCCCNC(=O)c1ccccn1)c1ccccn1	-0.6	-0.8	-1.9	-2	-1.1	-3	0.2	1.0	-1	-6	-0.2
COc1ccc(N(CC(=O)NCc2ccco2)S(C)(=O)=O)c(OC)c1	-0.8	-2.4	0.7	-6	0.7	-7	1.9	0.1	-5	-17	-1.0

Single entries from above:
In DAX1 inh-1, COc1ccccc1NC(=O)COC(=O)c1c(NC(C)=O)sc(C)c1C has 0.1
In ssDAF-12 act, C/C(=C\COc1ccc2ccc(=O)oc2c1)CC[C@@H](O)C(C)(C)O has -1.0

The results go on:
SMILES	DAX1 inh-1	ssDAF-12 act	GAA850 FXN act	ADAM17 inh	hcDAF-12 act	NPR1 activator	PG9 Ab binder	hgDAF12 agonist	SMARCA2 act	ADAM10 inh	DAX1 inh-2
CCNC(=O)C1(C)CCN(Cc2cccc(C(F)(F)F)c2)C1 (configuration not stated)	/	-0.5	-0.4	-2	-1.2	2	2.7	1.7	-1	0	-0.6
Cc1ccc(S(=O)(=O)NC(CC(C)C)C(=O)Nc2nccs2)cc1 (configuration not stated)	2.4	-1.1	-0.1	-1	0.4	0	-0.3	1.8	1	-1	-0.4
CCOC(=O)C1=C[C@@H](C(C)C)N(S(=O)(=O)c2ccc(C)cc2)[C@H]1c1ccccc1F	/	-1.7	/	1	-1.8	-6	1.6	-0.2	-1	-1	-2.3
COc1ccnc(Oc2ccc(F)cc2)c1C(=O)N/C=N/OCc1ccccc1	-0.4	-1.1	1.5	4	-0.2	0	-2.1	0.5	4	-3	-0.9
CSc1cccc(N2CC(C(=O)N(Cc3nnc(-c4ccccc4Cl)o3)C3CC3)CC2=O)c1 (configuration not stated)	0.1	-1.2	0.5	-4	-2.8	-4	-0.1	-3.9	-1	-4	-1.8
CCN1CCN(C(=O)CN2C(=O)c3ccccc3S2(=O)=O)CC1	3.1	-0.6	-0.4	3	1.1	2	-0.6	3.3	3	-6	3.8*
CCN(CC)CCCN=C1N[C@@H](c2ccccc2)C(C(=O)OC)=C(C)N1CC	1.0	-1.4	1.0	2	0.3	4	0.1	0.8	4	-10	0.4
Cc1cccnc1Nc1nc(-c2ccccn2)cs1	-5.0	-0.6	-18	-7	1.4	14	0.9	3.5	5	0	-2.9
COc1ccccc1CN1CC(C(=O)N(C)Cc2ccc(C)o2)CCC1=O (configuration not stated)	0.8	-0.4	-0.5	-1	2.4	2	-1.2	-1.9	-2	-3	0.2
